Assay outcomes deposited in PubChem by National Center for Advancing Translational Sciences (NCATS).
FBPA Giardia inh: blocks Giardia fructose-bisphosphate aldolase activity | AID 2451 | Potency, µM (titrated, usually from 59.6 µM), for the others: at the top dose activity, negative = inhibition, hits mostly inhibitors | purified Giardia FBPA | 290,000 compounds, 0.71% hits | A8B2U2; note: potency is the fitted concentration of half-maximal effect; % is set by controls: 0 for no effect and ±100 for the full control effect; nearly all actives have a fitted effect of over 55% in size
Target sequence (A8B2U2 whole entry, looked up): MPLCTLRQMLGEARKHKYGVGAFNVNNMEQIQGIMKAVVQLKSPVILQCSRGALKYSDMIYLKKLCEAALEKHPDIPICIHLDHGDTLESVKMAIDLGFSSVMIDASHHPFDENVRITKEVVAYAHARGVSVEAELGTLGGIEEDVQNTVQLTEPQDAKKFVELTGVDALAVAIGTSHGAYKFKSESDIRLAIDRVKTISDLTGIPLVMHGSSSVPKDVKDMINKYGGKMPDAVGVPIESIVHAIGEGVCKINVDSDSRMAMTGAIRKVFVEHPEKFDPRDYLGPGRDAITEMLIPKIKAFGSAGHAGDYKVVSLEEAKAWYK
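40 nM FBPA preincubated 10 min at RT with compound (up to 57.5 uM final), then substrate plus GAPDH/TPI/NAD/arsenate coupling and diaphorase/resazurin added. Fluorescence read after 20 min at RT, 525/598 nm.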
AMA1 RON2 block: AMA1-RON2 (P. falciparum) interaction inhibition | Potency, µM (doses to about 58.2 µM), for the others: at the highest dose activity change, negative = inhibition, hits mostly inhibitors | AlphaScreen AMA1-biotinylated RON2 peptide binding | 360,000 compounds, 0.2% hits;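 note: potency is the fitted concentration of half-maximal effect; 0% = vehicle wells and -100% = peptide control; nearly all actives have a fitted effect of over 45% in size; some results filed as inactive show a strong effect at the top dose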
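AMA1 (3D7) with his tag at 25 nM final met compounds first, then biotinylated RON2 peptide at 25 nM; detection used donor plus acceptor beads, 10 µg/mL apiece, read by AlphaScreen after 30 min at room temperature.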
AmpC detergent: inhibitors of E. coli AmpC beta-lactamase with detergent; AmpC hydrolysis of nitrocefin, absorbance 480 nm, 0.01% Triton; Potency, µM (top dose mostly 114 µM), for inactives: at the top dose activity change, negative = inhibition, usual class: inhibitors; 370,000 compounds, 0.041% hits; AID 485294;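 note: potency is the fitted concentration of half-maximal effect; 0% = no-compound wells and -100% = no-enzyme wells; nearly all actives have a fitted effect of over 25% in size; some results filed as inactive show a strong effect at the top dose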
Target sequence (P00811 whole entry, looked up): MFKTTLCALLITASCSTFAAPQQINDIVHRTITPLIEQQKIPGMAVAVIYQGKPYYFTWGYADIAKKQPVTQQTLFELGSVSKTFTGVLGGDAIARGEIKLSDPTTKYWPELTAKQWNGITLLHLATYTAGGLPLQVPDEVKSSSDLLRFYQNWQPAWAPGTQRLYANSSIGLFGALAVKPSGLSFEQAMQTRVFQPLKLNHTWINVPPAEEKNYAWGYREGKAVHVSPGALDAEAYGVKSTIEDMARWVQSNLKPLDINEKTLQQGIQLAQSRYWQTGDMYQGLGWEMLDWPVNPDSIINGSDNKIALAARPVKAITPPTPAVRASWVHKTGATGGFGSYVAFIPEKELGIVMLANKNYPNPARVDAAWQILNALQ
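20 mM phosphate pH 7.0 + 0.01% (detergent screen) or 0.0001% Triton X-100; 5.3 nM AmpC reagent; cpd preinc 15 min RT; nitrocefin (800 uM stock) to start; A480 q20 s × 4 min; Activity was normalised to no-enzyme and no-compound control wells.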
HCMV inh: inhibitors of human cytomegalovirus; HFF cells, HCMV-luciferase reporter, 72 h; hits give low values; activity change, negative = inhibition, % at 57.5 µM; 410,000 compounds, 4.5% hits; AID 1259415; in the data active = activity change below about -60%; inconclusive = no clear call, values can overlap the other calls; inactive = above about -39%; note: % is set by controls: 0 for no effect and ±100 for the full control effect
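Compounds were evaluated in HFFs infected with an HCMV luciferase reporter virus (MOI 1 PFU/cell). Luciferase in lysates collected 72 h post infection served as the replication measure.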
Cycloheximide cs: affects cycloheximide protein synthesis inhibition readout, counter-screen; cell reporter, cycloheximide protein synthesis inhibition counterscreen; max response, %; 300,000 compounds, 12% hits; in the data active = max response mostly above about 13%, no sharp cut-off; inactive = mostly below about 14%; note: read at 38.3 µM for the half of the compounds with a filed dose; 0% is about no effect
Shiga toxin inh: blocks Shiga toxin action in Vero cells | inhibition, % at 38.7 µM | AID 2315 | Vero cells, Shiga toxin protein synthesis inhibition reporter | 290,000 compounds, 9.2% hits; in the data active = inhibition mostly above about 28%, no sharp cut-off; inactive = mostly below about 43%; note: 0% is about no effect
AmpC inh no detg: blocks E. coli AmpC beta-lactamase in detergent-free assay; AmpC nitrocefin hydrolysis, absorbance 480 nm, 0.0001% Triton; AID 485341; Potency, µM (top dose mostly 57.1 µM), for the others: at the top dose activity change, negative = inhibition, actives largely listed as inhibitors; 330,000 compounds, 0.52% hits; P00811;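 note: potency is the fitted concentration of half-maximal effect; plate controls were no compound for no effect and no enzyme for full effect; nearly all actives have a fitted effect of over 20% in size; some results filed as inactive show a strong effect at the top dose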
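AmpC (5.3 nM in the dispensed reagent) in 20 mM phosphate pH 7.0 with 0.01% (detergent screen) or 0.0001% Triton X-100 was preincubated with compounds for 15 min at room temperature. Nitrocefin was then added from an 800 uM solution, and hydrolysis was followed at 480 nm.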
An asterisk follows results filed as active; ? = inconclusive; · = not tested or not shown; [ ] = remark or other dose. Unless noted, calls come from the whole dose curve; as a rule, active = well fitted curve in the direction sought with a large enough effect; inconclusive = small, poorly fitted or top-dose-only effect, or another doubt; inactive = no such curve, though single readings can be large; an effect the other way counts as inactive or inconclusive.

SMILES	FBPA Giardia inh	AMA1 RON2 block	AmpC detergent	HCMV inh	Cycloheximide cs	Shiga toxin inh	AmpC inh no detg
C/C(N)=C(/C#N)C(=O)COC(=O)c1cc2c(s1)CCC(C)C2 (stereo not drawn)	-6%	-10%	?	64	68*	93*	-31%[11.4 µM]
CC1(C)NC(=O)N(CCCCOc2ccccc2[N+](=O)[O-])C1=O	0%	·	-1%	·	-1	-12	18%
CCCCCCC1CC(CSC(=N)N)OC1=O (stereo not drawn)	0%	8%	0%	15	5	-19	-15%
COC(=O)/C=c1/s/c(=C(/C#N)C(=O)N2CCOCC2)n(-c2ccccc2)c1=O	-2%	-13%	-13%	-4	-4	-9	-14%
Cc1ccc(S(=O)(=O)N2CCN(C(=O)COC(=O)CCCOc3ccccc3)CC2)c(C)c1	·	-6%	?	-1	·	·	58%
COc1ccc(C2C(C#N)=C(N)N(c3sc4c(c3C#N)CCCC4)C3=C2C(=O)CC(C)(C)C3)cc1OC (stereo not drawn)	-22%	66%[activator]	-14%	-3	-7	-23	-6%
CC1CCc2c(C(=O)OCC(=O)Nc3cccc(S(=O)(=O)N4CCCCCC4)c3)csc2C1 (stereo not drawn)	-2%	-14%	5%	?	-3	4	-18%
O=C(Cn1cc([N+](=O)[O-])cn1)Nc1ccc(Cn2cc(Br)cn2)cc1	4%	-5%	?	2	0	-7	-23%
CC(=O)N1CCN(C(=O)COc2ccc(N(C)S(=O)(=O)c3cccs3)cc2)CC1	2%	5%	?	-16	-5	2	-11%
Fc1ccc(CNc2nc3ccccc3n3cnnc23)cc1	1%	-3%	?	-32	-6	-12	-14%
CCOc1ccc(NC(=O)c2ccc(CNc3c(N4CCCC4)c(=O)c3=O)cc2)cc1	-7%	1%	8%	-18	4	26	32%
O=C(CN(C(=O)C1CSC(=O)C1)c1cccc(F)c1)NC1CCCC1 (stereo not drawn)	3%	1%	2%	-11	-2	-8	-4%
CC1=C(C(=O)Nc2cccnc2)C(c2cccnc2)n2ncnc2N1 (stereo not drawn)	-3%	16%[2.32 µM]	-6%	78	-6	9	-5%
COc1ccc(C2Nc3ccccc3C(=O)N2Cc2ccco2)cc1COc1ccc(NC(C)=O)cc1 (stereo not drawn)	17%	-16%	-4%	-62*	3	-8	36%
Cc1ccc2c(ccn3cc4c(c(=O)n(C)c(=O)n4C)c23)c1	-1%	-2%	2%	-6	7	3	-1%
O=C(O)CCSc1nnc(-c2ccncc2)n1-c1ccccc1	3%	1%	5%	54	-1	29	-11%
CCOC(=O)Cn1c(=NC(=O)CN2C(=O)CCC2=O)sc2cc(S(N)(=O)=O)ccc21	5%	-17%	-11%	?	-2	-11	-15%
O=C(Nc1ccccc1-c1ccccc1)NC1CC2CCCC(C1)N2Cc1ccc(F)cc1 (stereo not drawn)	1%	-12%	-2%	-40	5	-17	38%
CCCn1nc2cc(C(=O)NC3CCc4ccccc43)ccc2c1OCC (stereo not drawn)	-2%	-5%	-1%	14	0	33	0.28µM*
CC1CC(C)CN(C(=O)CCNC(=O)c2ccccc2Cl)C1 (stereo not drawn)	·	-5%	-4%	4	2	-12	8%
O=C(Nc1nc(-c2ccc(Cl)s2)cs1)c1cccs1	-13%	13%	-15%	-1	30*	98*	?
COc1cccc(OCC(=O)Nc2cc(NC(=O)COc3cccc(OC)c3)cc(C(=O)O)c2)c1	1%	5%	?	21	-3	·	-50%
CSc1nsc(/C=C/Nc2ccc(F)cc2F)c1C#N	?	-5%	-1%	·	-2	-11	?
CCOc1ccccc1N1CCN(CC(=O)NCCc2ccc(S(N)(=O)=O)cc2)CC1	3%	9%	0%	-31	1	-9	3%
CN(C)C(CNC(=O)c1cc(S(=O)(=O)N(C)c2ccccc2)ccc1Cl)c1cccs1 (stereo not drawn)	4%	-8%	0%	-8	-1	-18	76%[activator]

Some of the entries so far, field by field.
SMILES: O=C(Cn1cc([N+](=O)[O-])cn1)Nc1ccc(Cn2cc(Br)cn2)cc1
  FBPA Giardia inh = 4%	AMA1 RON2 block = -5%	AmpC detergent = ?	HCMV inh = 2	Cycloheximide cs = 0	Shiga toxin inh = -7	AmpC inh no detg = -23%

SMILES: CC(=O)N1CCN(C(=O)COc2ccc(N(C)S(=O)(=O)c3cccs3)cc2)CC1
  FBPA Giardia inh = 2%	AMA1 RON2 block = 5%	AmpC detergent = ?	HCMV inh = -16	Cycloheximide cs = -5	Shiga toxin inh = 2	AmpC inh no detg = -11%

Next part.
SMILES	FBPA Giardia inh	AMA1 RON2 block	AmpC detergent	HCMV inh	Cycloheximide cs	Shiga toxin inh	AmpC inh no detg
Cc1nn(Cc2ccc(Cl)cc2Cl)c(C)c1NC(=O)Cn1nc([N+](=O)[O-])c(Cl)c1C	17%	-7%	-6%	-2	-1	-11	·
Cc1ccc(NC(=S)N2CCN(c3nccc(C(F)(F)F)n3)CC2)c(C)c1	5%	-4%	0%	10	-2	-5	-15%
NC1=NC[C@H](c2ccccc2)N1CCCCC1CCCCC1	5%	12%	2%	-12	-6	-3	17%
Cc1ccc(C(=O)NCC(=O)OCc2csc(-c3ccccc3)n2)cc1	-8%	-1%	3%	7	36*	70*	-1%
CCOC(=O)C(N)CSC1CC(=O)N(c2ccc(C(=O)OC)cc2)C1=O (stereo not drawn)	4%	-17%	?	1	1	-10	-4%
Cn1nccc1C(=O)N1CCN(C23CC4CC(CC(C4)C2)C3)CC1	·	-5%	2%	13	-1	-24	9%
COc1cc2ccccc2cc1C(=O)N1CCc2ccccc21	·	-3%	2%	-19	·	·	-16%
COc1ccc(OC)c(C=NNC(=O)c2ccccc2NS(=O)(=O)c2cccs2)c1	·	-1%	·	-6	·	·	-52%
CCC(C)NC(=O)NC(=O)N(C1CCCCC1)S(C)(=O)=O (stereo not drawn)	-1%	25%	-5%	0	6	-7	-14%
COc1cc(C=NNC(=O)c2ccccc2NS(=O)(=O)c2cccs2)cc(OC)c1O	·	52%[activator]	·	14	·	·	-41%
Cc1ccnc(NS(=O)(=O)c2ccc(NC(=O)CCOc3ccccc3)cc2)n1	-8%	-6%	?	-2	-2	-3	-18%
COc1ccc(-c2cc(C(=O)N3CCOCC3)no2)cc1	2%	3%	1%	9	30*	49	-7%
CC1(C)C(C#N)=C(N)OC2=C1C(=O)CCC2	-7%	6%	-6%	-7	-1	-11	-12%
C#CCOCCOCCOCCNc1nc(N2CCN(C(=O)[C@H](Cc3cc4ccccc4[nH]3)n3cc([C@@H](N)C(C)CC)nn3)CC2)nc(N2CCN(C(=O)[C@H](CCCCN)n3cc([C@@H](N)CC(C)C)nn3)CC2)n1 (stereo partly drawn)	-8%	7%	-1%	·	-2	-14	190%[activator]
Cc1nnc2ccc(-c3cccc(NC(=O)c4ccc(Cl)nc4)c3)nn12	-3%	54%[activator]	0%	-16	13	-9	-21%
Cc1cc(=O)n2[nH]c(-c3ccc(F)cc3)cc2n1	7%	27%	?	52	25*	51*	-22%
O=C(OCc1cc(Cl)ccc1OC(F)F)c1cncc(Br)c1	4%	66%[activator]	-8%	-29	-3	-3	-23%
COCCCn1c(C)nnc1SCC(=O)NNC(=O)COc1ccc(Cl)cc1	-2%	43%[activator]	1%	16	-3	-8	-4%
CC(=O)c1ccc(S(=O)(=O)NCCC(=O)NC2CCN(Cc3ccccc3)CC2)cc1	·	-16%	·	36	·	·	-19%
N#Cc1cccc(NC(=O)Cn2cnc(S(=O)(=O)N3CCCCC3)c2)c1	-19%	31%[activator]	4%	-37	13	-10	-12%
Cc1cc(C)nc(Nc2n[nH]c(COc3ccc(Cl)cc3)n2)n1	7%	21%	-6%	-21	-4	-11	-12%
CCOC(=O)CN(Cc1sccc1C)C(=O)Nc1cccc(OC)c1	-1%	-14%	-3%	0	12*	48*	-26%
Cc1ccc(OCC(O)CNS(=O)(=O)c2ccccc2C(=O)O)cc1 (stereo not drawn)	6%	-11%	0%	10	24	32	-25%
CCOc1ccccc1OCCCC(=O)N1CCN(S(=O)(=O)c2ccc(Cl)cc2)CC1	·	108%[activator]	-5%	-4	·	·	158%[activator]
O=P(c1ccccc1)(c1ccccc1)c1ccc(O)cc1	6%	-6%	-10%	7	-2	-10	114%[activator]

A different layout for 3 compounds above.
SMILES | FBPA Giardia inh | AMA1 RON2 block | AmpC detergent | HCMV inh | Cycloheximide cs | Shiga toxin inh | AmpC inh no detg
Cn1nccc1C(=O)N1CCN(C23CC4CC(CC(C4)C2)C3)CC1 | · | -5% | 2% | 13 | -1 | -24 | 9%
N#Cc1cccc(NC(=O)Cn2cnc(S(=O)(=O)N3CCCCC3)c2)c1 | -19% | 31%[activator] | 4% | -37 | 13 | -10 | -12%
COCCCn1c(C)nnc1SCC(=O)NNC(=O)COc1ccc(Cl)cc1 | -2% | 43%[activator] | 1% | 16 | -3 | -8 | -4%

Next compounds:
SMILES	FBPA Giardia inh	AMA1 RON2 block	AmpC detergent	HCMV inh	Cycloheximide cs	Shiga toxin inh	AmpC inh no detg
COc1ccc(/C=N/NC(=O)c2ccoc2C)cc1OC	3%	-15%	-8%	24	43*	115*	-6%
Cc1cc(C)n(C(=O)N(c2ccccc2)c2ccccc2)n1	5%	18%	-2%	30	-2	1	-6%
O=C(COc1ccccc1Cl)NNC(=O)C1CCCO1 (stereo not drawn)	0%	18%	?	18	7	1	-7%
Cc1c(/C=C/C(=O)c2ccccc2)cnn1C	·	13%	?	-13	53*	180*	-4%
Cc1[nH]c2ccc(C(=O)NCCCN3CCCCCC3)cc2c1C	·	-4%	0%	-19	-3	-12	45%
COc1cccc(/C=C2\N=C(c3c(-c4ccccc4)noc3C)OC2=O)c1	9%	-1%	1%	?	1	-1	-13%
Cc1ccc(NC(=O)CN(C)c2ccc(S(=O)(=O)N3CCCC3)cn2)cc1	0%	6%	1%	4	0	-11	3%
COc1ccc2[nH]cc(CCn3ccc(=O)c(C)c3C)c2c1	-8%	-11%	0%	-38	-3	-3	-5%
CCOC(=O)c1nnn(-c2nonc2N)c1CNc1ccccc1	9%	-3%	-3%	25	2	4	-13%
Cc1cccc(NC(=O)N2CCCCCC2)c1C	·	-7%	3%	58	9	46	2%
COc1ccc(C(=O)N2C[C@H]3C[C@@H](C2)c2cccc(=O)n2C3)cc1OC	5%	14%	?	16	-2	-4	-24%
O=C(Cc1ccccc1)NCCc1ccc(Cl)cc1Cl	-3%	8%	?	·	3	5	-10%
Cn1c(=O)c2sccc2n2c(CCCC(=O)N3CCCCC3)nnc12	·	-9%	-3%	-32	1	-8	0%
COc1ccc(OC)c(C(=O)COC(=O)COc2ccccc2)c1	·	-7%	·	37	·	·	-30%
Cc1ccc(Cl)cc1NC(=O)C1CC(=O)Nc2ncnn21 (stereo not drawn)	-3%	3%	4%	-25	-3	2	-12%
C/C(=C1\SC(N2CCOCC2)=NC1=O)c1ccc(C)cc1	1%	-4%	5%	-15	7	-21	29%
